Bioassay records from PubChem BioAssay.
POLK inh: inhibitors of human DNA polymerase kappa. actives 0.53% (n = 400,000). Potency, µM (series often up to 107 µM), without a hit: at the highest dose activity, negative = inhibition, usual class: inhibitors. AID 588579. Q9UBT6. purified Pol kappa, fluorescent DNA synthesis assay, 10 min; further: potency means the concentration at half of the fitted maximal effect; on the % scale 0 is the no-effect control and ±100 the full control effect
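Readout: fluorescence, taken kinetically at 0 and 10 min. Conditions: 10 nM Pol kappa, 15 min RT compound preincubation, 50 nM substrate final. Controls: enzyme-free buffer wells.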
Glioma ERSR ind: ER stress response induction in glioma; U87-MG GRP78 promoter luciferase reporter, 16 h; Potency, µM, for the others: top-dose activation, actives largely listed as activators; actives 0.02% (n = 420,000); AID 602332; further: potency means the concentration at half of the fitted maximal effect; series mostly up to about 76 µM; % of control where 0% means no effect; nearly all actives have a fitted effect of over 35% in size
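Stably transfected U87-MG human glioma cells carrying a GRP78-based luminescent sensor were seeded at 1000 cells/well, pin-dosed with compounds and incubated 16 h. Luciferase reagent was then added, and end-point luminescence was read after 10 min at room temperature.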
Pol iota inh: blocks human DNA polymerase iota activity; Q9UNA4; Pol iota fluorescent replication assay, 10 min; Potency, µM (titrated, usually from 115 µM), for inactives: top-dose activity, negative = inhibition, usual class: inhibitors; actives 1% (n = 390,000); further: potency means the concentration at half of the fitted maximal effect
Target sequence (Q9UNA4 whole entry, looked up): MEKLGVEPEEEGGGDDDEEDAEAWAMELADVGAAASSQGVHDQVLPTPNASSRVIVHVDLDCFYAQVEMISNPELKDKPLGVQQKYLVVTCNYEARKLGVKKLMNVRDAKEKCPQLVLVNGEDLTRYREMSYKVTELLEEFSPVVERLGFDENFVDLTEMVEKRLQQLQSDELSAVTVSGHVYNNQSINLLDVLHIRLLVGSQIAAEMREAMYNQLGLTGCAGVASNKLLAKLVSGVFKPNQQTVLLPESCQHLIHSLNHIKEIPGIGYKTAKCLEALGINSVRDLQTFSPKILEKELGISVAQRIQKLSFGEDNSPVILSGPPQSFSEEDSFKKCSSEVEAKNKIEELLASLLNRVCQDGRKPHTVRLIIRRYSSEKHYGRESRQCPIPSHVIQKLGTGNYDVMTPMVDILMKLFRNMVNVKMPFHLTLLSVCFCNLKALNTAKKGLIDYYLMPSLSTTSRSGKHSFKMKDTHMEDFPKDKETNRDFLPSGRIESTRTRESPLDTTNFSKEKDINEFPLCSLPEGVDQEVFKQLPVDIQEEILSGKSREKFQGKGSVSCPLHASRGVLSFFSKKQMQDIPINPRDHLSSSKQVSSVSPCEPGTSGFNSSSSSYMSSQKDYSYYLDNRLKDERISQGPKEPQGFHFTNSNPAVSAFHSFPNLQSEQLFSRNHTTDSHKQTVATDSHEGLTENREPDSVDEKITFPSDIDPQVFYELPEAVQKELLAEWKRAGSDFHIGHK
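Fluorescent replication assay read twice, at 0 min and 10 min after adding 50 nM (final) substrate. Enzyme (10 nM) and compounds were first incubated 15 min at room temperature; enzyme-free buffer wells were negative controls.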
BLM inh: blocks DNA unwinding by human BLM helicase; actives 0.2% (n = 350,000); AID 2528; P54132; recombinant BLM DNA unwinding, fluorescence dequenching; Potency, µM (titrated, usually from 56.1 µM), for the others: top-dose activity change, negative = inhibition, usual class: inhibitors;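 further: potency means the concentration at half of the fitted maximal effect; plate controls were vehicle for no effect and no enzyme for full effect; nearly all actives have a fitted effect of over 35% in size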
Anesthetic bind: candidate novel general anesthetic via apoferritin binding | actives 0.074% (n = 350,000) | Potency, µM (titrated, usually from 77.5 µM), without a hit: at the top dose activity change, negative = displacement, hits mostly inhibitors | apoferritin/1-aminoanthracene competitive binding, fluorescence | P02791; further: potency means the concentration at half of the fitted maximal effect; on the % scale 0 is the no-effect control and ±100 the full control effect; nearly all actives have a fitted effect of over 20% in size
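Read-out: endpoint 1-AMA fluorescence, excitation 380 nm and emission 535 nm, after compounds sit 10 min at room temperature with 10 uM horse-spleen apoferritin in 50% saturated 1-AMA/PBS. Values come from four-parameter Hill fits.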
Pol eta inh: blocks human DNA polymerase eta activity | Q9Y253 | recombinant Pol eta, fluorescent DNA replication assay | Potency, µM (series often up to 114 µM), for the others: top-dose activity change, negative = inhibition, hits mostly inhibitors | actives 1.2% (n = 390,000) | AID 588591; further: potency means the concentration at half of the fitted maximal effect; on the % scale 0 is the no-effect control and ±100 the full control effect
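Pol eta at 10 nM preincubated with compounds 15 min at room temperature; reaction started with fluorescent substrate (50 nM final) and read kinetically at 0 and 10 min.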
Pol beta inh: DNA polymerase beta (human) inhibition; Potency, µM (highest dose often 114 µM), for the others: at the highest dose activity change, negative = inhibition, usual class: inhibitors; AID 485314; Pol beta primer extension/strand displacement, fluorescence kinetic; actives 1.3% (n = 340,000); P06746; further: potency means the concentration at half of the fitted maximal effect; on the % scale 0 is the no-effect control and ±100 the full control effect
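Curves were derived by four-parameter Hill fits of normalized qHTS data. The kinetic fluorescent primer-extension read was taken at 0 and 10 min after 50 nM substrate, following a 15 min room-temperature preincubation of 10 nM enzyme with compounds.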
LDHA inh: inhibitors of human lactate dehydrogenase A; P00338; purified LDHA, NADH/diaphorase-resazurin fluorescence; active compounds read low; activity change, % (values are at about 110 or 230 µM); actives 0.15% (n = 480,000); AID 1347041; in the data active means activity change below about -30%; inconclusive means mostly about -25% to -30%;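 further: plate controls were DMSO wells for no effect and wells without enzyme for full effect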
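Enzyme activity of human lactate dehydrogenase 5 (2 nM; 0.06 mM NADH, 0.2 mM pyruvate, 5 min, RT) is measured via a resazurin/diaphorase fluorescence readout of residual NADH.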
APE1 inh: inhibitors of human APE1 endonuclease; P27695; recombinant APE1, TAMRA/BHQ-2 abasic DNA cleavage fluorescence; Potency, µM (top dose mostly 65.8 µM), for the others: at the highest dose activity change, negative = inhibition, most hits filed as inhibitors; actives 0.35% (n = 350,000); AID 2517;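 further: potency means the concentration at half of the fitted maximal effect; plate controls were vehicle for no effect and reference inhibitor for full effect; nearly all actives have a fitted effect of over 55% in size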
Target sequence (P27695 whole entry, looked up): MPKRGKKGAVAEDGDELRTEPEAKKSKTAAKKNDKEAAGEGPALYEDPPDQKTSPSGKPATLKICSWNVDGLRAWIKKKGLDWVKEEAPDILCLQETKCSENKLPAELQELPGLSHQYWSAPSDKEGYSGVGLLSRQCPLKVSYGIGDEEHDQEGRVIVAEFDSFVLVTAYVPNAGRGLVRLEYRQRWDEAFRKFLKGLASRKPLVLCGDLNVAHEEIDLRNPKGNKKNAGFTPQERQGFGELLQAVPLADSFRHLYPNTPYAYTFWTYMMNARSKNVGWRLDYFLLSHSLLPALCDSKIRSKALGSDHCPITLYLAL
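Substrate: short duplex with […] THF abasic site, 5'-TAMRA and 3'-BHQ-2, 50 nM final. APE1 at 0.75 nM, preincubated 15 min RT with compound. Fluorescence increase from first to third read measured activity.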
* hit, by the source's call; ? = inconclusive; . = no result given; & = joins results of further samples; [ ] = remark or other dose. Unless noted, the call rests on the fitted dose curve; in most records, active means well fitted curve in the direction sought with a large enough effect; inconclusive means small, poorly fitted or top-dose-only effect, or another doubt; inactive means no such curve, though single readings can be large; an effect the other way counts as inactive or inconclusive.

SMILES	POLK inh	Glioma ERSR ind	Pol iota inh	BLM inh	Anesthetic bind	Pol eta inh	Pol beta inh	LDHA inh	APE1 inh
CCCOc1ccc(CNC(=O)C2CCCN(c3nc4c(C)cc(C)cc4s3)C2)cc1 (stereo unspecified)	0%	-7%	29%	-2%	-1%	-20%	4%	2	.
Cc1sc2ncnc(N3CCC(C)CC3)c2c1C	-1%	-6%	14%	-4%	-19%	10%	4%	-3	-5%
Cc1ccc(S(=O)(=O)NCc2nc(-c3cccc(C)c3)no2)cc1	-20%	5%	-11%	-3%	-15%	-21%	9%	2	.
CCOC(=O)c1c(C)oc2nc(C)nc(NCCc3ccc(OCC)c(OCC)c3)c12	-2%	-4%	15%	-3%	-9%	-19%	24%	-10	.
COc1ccccc1NC(=O)C1=C(C)Nc2nc(SCc3ccccc3C)nn2C1CC(C)C (stereo unspecified)	0%	-3%	18%	-1%	-4%	-15%	0%	-8	.
CCOC(=O)/C=C/c1ccc2oc3ccccc3c(=O)c2c1	6%&2%	2%&6%	23%&25%	2%	-12%	-5%	5%	2	1%
O=C(CSc1nnc(CNC(=O)c2ccccc2)o1)NCc1ccc2c(c1)OCO2	-5%	-1%	0%	-1%	-3%	-12%	8%	-4	19%
Cc1ccc2cc(CN(Cc3ccco3)C(=S)NCC3CCCO3)c(=O)[nH]c2c1C (stereo unspecified)	-5%	-3%	-19%	-4%	-2%	-10%	17%	2	-7%
CC(NC(=O)c1ccccc1)c1nc2ccccc2n1Cc1ccc(Cl)cc1 (stereo unspecified)	-4%	-3%	30%	-6%	-14%	-15%	3%	2	.
CCC(=O)NCCc1cc2ccc(C)c(C)c2[nH]c1=O	12%	-1%	-9%	3%	-4%	-13%	5%	-2	17%
CN(CC(=O)NCc1ccccc1)S(=O)(=O)c1ccc2[nH]c3c(c2c1)CCCC3	-12%	-4%	?	-10%	-6%	-12%	-9%	-4	.
O=c1cc(OCc2ccccc2)cc[nH]1	4%	3%	53%[activator]	.	.	-19%	.	-1	11%
Cc1ccc(C(=O)N/C(=C/c2ccc(Cl)cc2)C(=O)N2CCOCC2)cc1	-13%	-1%	12%	-9%	-10%	-6%	-1%	-3	-7%
Cc1ccc(-c2nc(NCc3ccco3)c3ccccc3n2)cc1	-20%	3%	?	-19%	-18%	-18%	-8%	-9	-6%
O=S(=O)(NC1CCCCC1)c1ccc(S(=O)(=O)N2CCN3CCCC3C2)cc1 (stereo unspecified)	-1%	-3%	17%	-1%	-14%	-14%	16%	-6	2%
COc1ccc(CN(C(=O)c2snc(C(N)=O)c2N)C(C(=O)NC2CCCC2)c2cc(OC)ccc2OC)cc1 (stereo unspecified)	-8%	-3%	138%[activator]	-11%	7%	-15%	15%	6	-12%
Cc1nc(N)sc1C(=O)N/N=C/c1ccc([N+](=O)[O-])cc1	-9%	-2%	29%	-6%	-2%	-11%	-16%	2	-3%
C/C(=N\N=C(N)N)c1ccc(Cl)cc1Cl	-9%	-9%	64%[activator]	-3%	-18%	-7%	1%	-3	0%
COc1ccc(N2CCN(C(=O)COC(=O)c3ccc(C)o3)CC2)cc1	-8%	-4%	-8%	.	.	-3%	.	3	0%
Cc1cc(NC(=O)C(C)SCC(=O)OCc2c(Cl)cccc2Cl)no1 (stereo unspecified)	-2%	-7%	6%	4%	?	-7%	12%	0	31%
Cn1nnc(NC(=S)NC(=O)c2cc(Cl)ccc2Cl)n1	14%	-4%	6%	2%	-18%	-8%	0%	3	50%[activator]
CCN(CC)C(=O)CSc1nnc(-c2ccccc2)c(-c2ccccc2)n1	-16%	-3%	45%[activator]	2%	6%	-17%	22%	-8	16%
CCN(CC)c1ccc(NC(=O)c2cccnc2)c(C)c1	-21%	-5%	-13%	-1%	-14%	6%	31%	4	-1%
NC1=NC[C@H](Cc2ccc(O)cc2)N1CC1CCCCC1	-4%	-4%	29%	1%	-4%	-15%	21%	-6	-5%
COc1cc(C(=O)NCCNC(=O)c2ccco2)cc(OC)c1OC	-19%	-6%	?	.	.	2%	.	12	.
(further entries)
SMILES	POLK inh	Glioma ERSR ind	Pol iota inh	BLM inh	Anesthetic bind	Pol eta inh	Pol beta inh	LDHA inh	APE1 inh
Cc1csc(=O)n1CCC(=O)OCc1nnc(-c2ccc([N+](=O)[O-])cc2)o1	1%	1%	-14%	.	.	-10%	.	-4	8%
Cc1cc(C)cc(NC(=O)Cn2nnc(C(=O)NCc3ccco3)c2N)c1	-17%&-20%	-2%&-2%	?	-9%&-11%	?	?	?	-2&-5	15%
COc1cc2c(NC3CCN(C)CC3)nc(N3CCCN(C)CC3)nc2cc1OCCOCCN1CCCC1	-16%	-1%	-16%	.	.	.	.	6	.
CCOc1ccc(/C=C2\SC(=S)N(CC(=O)N(CCO)C(C)(C)C)C2=O)cc1	-20%	1%	51%[activator]	-7%	-14%	-24%	3%	-1	-6%
O=C(Nc1ccc(S(=O)(=O)N2CCOCC2)cc1)c1cccs1	-4%	-4%	10%	1%	-7%	-16%	1%	-5	1%
Clc1ccc(OCCn2ccnc2)c2ccccc12	0%	2%	-6%[58.9 µM]	2%	-12%	-8%	5%	0	7%
COc1ccc(C[C@H]2CN3C(=NC[C@@H]3C)N2CCNC(=O)CCC2CCCCC2)cc1	16%	-1%	?	1%	-11%	-11%	16%	-1	3%
CCOC(=O)c1cccc(NC(=S)NC(=O)c2cccnc2)c1	-6%	-3%	12%	1%	-1%	-11%	20%	-1	33%
Cc1ccc(SCc2ccc(C(=O)Nc3cccnc3)cc2)cc1	?	-4%	?	-18%	-13%	?	2%	-3	6%
O=C1CC(c2cccc(O)c2)Oc2ccccc21 (stereo unspecified)	-17%	7%	-1%	.	.	-18%	.	-1	21%
Cc1ccc(C)c(NC(=O)CCN2CCN(CCO)CC2)c1	-9%	-2%	?	-2%	7%	2%	42%	-2	2%
Cn1cc(C(=O)NCc2ccc(F)cc2)cn1	3%	-2%	47%[activator]	-8%	-7%	-14%	-1%	-6	-2%
Cc1ccc(C)c(N(C(=O)c2csnn2)C(C(=O)NC2CCCC2)c2ccncc2)c1 (stereo unspecified)	-9%	-7%	46%[activator]	-3%	-4%	-6%	-23%	-2	0%
Cc1cc(N2CCCC(C(=O)Nc3cccc4ccccc34)C2)n2ncnc2n1 (stereo unspecified)	-7%	-5%	160%[activator]	-4%	-7%	-5%	0%	-4	1%
O=C(NCC1CCCCC1)C1(CC2CC(c3cccc(Br)c3)=NO2)CCNCC1 (stereo unspecified)	-5%	-4%	14%	4%	-19%	-11%	0%	-3	61%[activator]
CCCCc1nn2c(=O)cc(COC(=O)c3ccccc3NC(=O)c3cccs3)nc2s1	0%[60.1 µM]	-2%	-11%	0%	-9%	-3%	4%	-6	.
Cc1ccc(-c2ccc(CCC(=O)O)n2NC(=O)c2ccc([N+](=O)[O-])cc2)cc1	-13%	-2%	27%	-3%	-4%	-20%	0%	-5	2%
CCCc1cc(=O)n2nc(N3CCC(C(=O)N4CCN(c5cccc(OC)c5)CC4)CC3)sc2n1	9%	-1%	25%	1%	-7%	-8%	-1%	2	63%[activator]
COc1cc2c(cc1OC)CN(CC(=O)NC(=O)NC(C)(C)C)CC2	-12%	4%	98%[activator]	-4%	-5%	0%	7%	-7	1%
N#Cc1c(N)sc2c1CCN(CCc1ccccc1)C2	-7%	-3%	11%	5%	4%	11%	-25%	-4	1%
CCc1cccc(NC(=O)CN(C)S(=O)(=O)c2cccc3nsnc23)c1	-9%	-5%	-2%	-6%	-14%	-5%	14%	-3	-4%
CC(=O)N/C(=C\c1ccccc1)C(=O)Nc1ccc(O)cc1	0%	5%	16%	-4%	-12%	-11%	4%	9	6%

Ordered by length of the SMILES (smallest number first): some entries from above
SMILES	POLK inh	Glioma ERSR ind	Pol iota inh	BLM inh	Anesthetic bind	Pol eta inh	Pol beta inh	LDHA inh	APE1 inh
CCOC(=O)c1cccc(NC(=S)NC(=O)c2cccnc2)c1	-6%	-3%	12%	1%	-1%	-11%	20%	-1	33%
CCN(CC)C(=O)CSc1nnc(-c2ccccc2)c(-c2ccccc2)n1	-16%	-3%	45%[activator]	2%	6%	-17%	22%	-8	16%
O=C(NCC1CCCCC1)C1(CC2CC(c3cccc(Br)c3)=NO2)CCNCC1 (stereo unspecified)	-5%	-4%	14%	4%	-19%	-11%	0%	-3	61%[activator]

Entries listed so far with an aryl methoxy group, in the order listed:
SMILES	POLK inh	Glioma ERSR ind	Pol iota inh	BLM inh	Anesthetic bind	Pol eta inh	Pol beta inh	LDHA inh	APE1 inh
COc1ccccc1NC(=O)C1=C(C)Nc2nc(SCc3ccccc3C)nn2C1CC(C)C (stereo unspecified)	0%	-3%	18%	-1%	-4%	-15%	0%	-8	.
COc1ccc(CN(C(=O)c2snc(C(N)=O)c2N)C(C(=O)NC2CCCC2)c2cc(OC)ccc2OC)cc1 (stereo unspecified)	-8%	-3%	138%[activator]	-11%	7%	-15%	15%	6	-12%
COc1ccc(N2CCN(C(=O)COC(=O)c3ccc(C)o3)CC2)cc1	-8%	-4%	-8%	.	.	-3%	.	3	0%
COc1cc(C(=O)NCCNC(=O)c2ccco2)cc(OC)c1OC	-19%	-6%	?	.	.	2%	.	12	.
COc1cc2c(NC3CCN(C)CC3)nc(N3CCCN(C)CC3)nc2cc1OCCOCCN1CCCC1	-16%	-1%	-16%	.	.	.	.	6	.
COc1ccc(C[C@H]2CN3C(=NC[C@@H]3C)N2CCNC(=O)CCC2CCCCC2)cc1	16%	-1%	?	1%	-11%	-11%	16%	-1	3%
CCCc1cc(=O)n2nc(N3CCC(C(=O)N4CCN(c5cccc(OC)c5)CC4)CC3)sc2n1	9%	-1%	25%	1%	-7%	-8%	-1%	2	63%[activator]
COc1cc2c(cc1OC)CN(CC(=O)NC(=O)NC(C)(C)C)CC2	-12%	4%	98%[activator]	-4%	-5%	0%	7%	-7	1%

An excerpt. The share of hits here may be higher or lower than overall.
